# hcGAS lum – Primary biochemical luminescence assay for human cyclic GMP-AMP synthase inhibitors; Q8N884; recombinant h-cGAS, ATP depletion, Kinase-Glo luminescence; inhibition, % at 12.5 µM; 290,000 tested, 0.081% active; AID 1259398, 2018;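 also: 0% = vehicle reaction and 100% = reaction without DNA for no activity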
# Target sequence (Q8N884 whole entry, looked up): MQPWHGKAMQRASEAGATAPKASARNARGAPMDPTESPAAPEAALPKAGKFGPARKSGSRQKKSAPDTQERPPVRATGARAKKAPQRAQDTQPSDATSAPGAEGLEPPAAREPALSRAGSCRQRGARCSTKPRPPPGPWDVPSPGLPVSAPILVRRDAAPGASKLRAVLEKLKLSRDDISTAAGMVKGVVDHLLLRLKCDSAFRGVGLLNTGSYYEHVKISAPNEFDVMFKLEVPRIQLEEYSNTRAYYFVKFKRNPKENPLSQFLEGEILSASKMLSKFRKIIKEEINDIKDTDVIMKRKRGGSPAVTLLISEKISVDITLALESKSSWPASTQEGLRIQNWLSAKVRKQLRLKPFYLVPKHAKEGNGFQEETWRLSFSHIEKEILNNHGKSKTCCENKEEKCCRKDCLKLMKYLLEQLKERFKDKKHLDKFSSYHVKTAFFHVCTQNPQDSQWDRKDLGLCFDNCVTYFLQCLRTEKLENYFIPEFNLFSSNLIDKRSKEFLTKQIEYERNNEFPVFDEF
# mcGAS inh – cyclic GMP-AMP synthase inhibitors, mouse, primary biochemical chemiluminescence; Q8C6L5; 160,000 tested, 0.15% active; recombinant cGAS, Kinase-Glo ATP depletion luminescence; inhibition, % at 12.5 µM;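 also: 0% = negative control wells and 100% = reference inhibitor with no enzyme activity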
# NPYLR7 agonist – agonists of mosquito NPYLR7 receptor, primary screen, cell-based, Aedes aegypti, calcium fluorescence, mosquito biting behavior; AID 1259423, 2018; activation, % at 10 µM; 270,000 tested, 0.15% active; Aedes aegypti neuropeptide Y-like receptor 7 (NPYLR7); HEK293T NPYLR7/Galpha15, GCaMP6s calcium fluorescence; in the data active = activation above about 40%;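 also: 0% = vehicle and 100% = reference agonist at the receptor; some compounds past the cut are filed as inactive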
# An asterisk follows results filed as active; . = not tested or not shown; & = joins results of further samples. Rule as the data show it, unless noted: active = inhibition above about 40%; inactive = the rest. Rows are unselected (roughly 0.29% active in at least one column).
SMILES,hcGAS lum,mcGAS inh,NPYLR7 agonist
CCOC(=O)c1c(C)[nH]c(C(=O)C(C)N2CCC(C(=O)OCC)CC2)c1C (stereo not drawn),-4.2,-5.6,8.7
CC1=C(C(=O)N2CCc3c([nH]c4ccccc34)C2)C(c2cccnc2)NC(=O)N1 (stereo not drawn),-6.8,.,1.5
N=C1/C(=C\c2ccc(Br)o2)C(=O)N=C2SC(Cc3cccs3)=NN12,33.3,.,-2.7
CC(C)(C)CN1CC(O)CN(C(=O)Cc2ccccc2)CC1=O (stereo not drawn),6.8,-2.4,3.5
COCCn1c(C(=O)N2CCCc3ccccc32)cc2c(=O)n(C)c(=O)n(C)c21,-2.3,-0.4,-1.7
Cc1cc(C)c(S(=O)(=O)N2CCCOC2CNC(=O)C(=O)NCCc2ccccc2)c(C)c1 (stereo not drawn),-5.0,.,-5.6
COCC(=O)NCCN1C(=O)SC(=Cc2ccc(OC(F)F)cc2)C1=O,-5.7,.,2.0
CCN(Cc1ccncc1)C(=O)c1ccc(C2CCNC2)cc1 (stereo not drawn),-6.3,.,8.9
CC1(C)C2CC[C@@]1(CS(=O)(=O)N1CCCN(c3nc(Cc4ccccc4)nc4c3cnn4-c3ccccc3)CC1)C(=O)C2,-2.9,-5.2,6.8
CC1=NC2=C(C(=O)CC(C)(C)C2)C(c2ccc(Cl)cc2Cl)C1C#N (stereo not drawn),-3.0,-6.0,7.7
COc1ccc(-c2cc(=O)c3c(O)cc(O)cc3o2)cc1O,-8.0,-4.5,1.6
CN=c1scc(-c2ccccc2)n1N=Cc1c[nH]c2ccccc12,-1.3,-2.3,3.0
CC(CNC(=O)C1CC2CCC1O2)Oc1cccc(F)c1 (stereo not drawn),2.4,-1.0,-6.4
CCOc1ccc(S(=O)(=O)N2CCCCC2)cc1NC(=O)C1CC=CCC1 (stereo not drawn),-4.0,.,8.8
COc1cccc(CS(=O)(=O)N(C)Cc2ccccn2)c1,-12.9,.,-0.3
Cc1cc(C)n(-c2nc3ccccc3nc2NCC(C)O)n1 (stereo not drawn),2.7,.,-0.6
COc1cc(NC(=O)NCCS(=O)(=O)c2c(C)[nH]c3ccccc23)cc(OC)c1OC,-7.4,.,1.6
CCOC(=O)C1CCCCN1C(=O)/C=C/c1ccc2c(c1)OCO2 (stereo not drawn),-4.2,-8.0,-7.3
CCNC(=O)C1(C)CCN(CCOc2ccc(OC)cc2)C1 (stereo not drawn),-6.5,.,1.7
O=C(NCc1nnnn1C1CCCCC1)c1ccccc1F,-8.6,-8.0,3.7
CC(C)C(N)c1csc(Nc2nncc3ccccc23)n1 (stereo not drawn),-5.4,-4.4,-4.7
CCS(=O)(=O)N1CCN=C1SCc1cccnc1,-12.4,-9.2,19.9
CCc1[nH]n(-c2ccc(Cl)c(Cl)c2)c(=O)c1C1=C(N(C)CC)C(=O)N(c2cc(C)ccc2OC)C1=O,4.0,0.9,2.2
CCc1nc2ccc(C(=O)NCCN3CCOCC3)cn2c1N(C=O)Cc1ccc(OC)cc1,-5.1,-1.2,20.9
CCC(C)C(NC(=O)Nc1ccccc1F)C(=O)Nc1nnc(-c2ccc(Br)cc2)s1 (stereo not drawn),-5.3,-4.2,3.2
CCOc1ccc(-c2cc(C(=O)NCc3ccccn3)c3ccccc3n2)cc1,-3.4,-6.9,-3.4
CCn1c2ccccc2c2cc(C3Nc4ccccc4N=C4CC(c5ccc(Cl)cc5)CC(=O)C43)ccc21 (stereo not drawn),-6.2,-5.7,11.2
CCC(C)NC(=O)Cn1nc(C)c(S(=O)(=O)N(C)C)c1C (stereo not drawn),1.0,.,7.1
CC(C)N(C(C)C)S(=O)(=O)c1ccc(N2CCOCC2)nc1,-10.5,-8.7,.
CC(C)(C)n1ncc2c(=O)n(CC(=O)N3CCc4ccccc43)cnc21,1.8,-0.7,4.7
Cc1cccc(CNC(=O)C23CC4CC(CC(O)(C4)C2)C3)c1,-13.9,-8.8,1.2
CN(C)S(=O)(=O)c1ccc(N2CCCC2)c(C(=O)NC2CCCC2)c1,-7.7,.,10.3
COc1ccccc1-c1nc2ccc(C)cn2c1NC(=O)COc1ccccc1,-3.5,-6.8,-5.5
CCN(CC)S(=O)(=O)c1cccc(C(=O)Nc2ccccc2OC)c1,7.7,1.0,3.6
Cc1ccc(NC(=O)Nc2ccc(N3CCCC3)c(C(=O)NCc3ccc(F)cc3)c2)cc1C,-6.1,-6.4,7.4
COc1ccc(NC(=O)CSC2=NC3(CCCC3)Nc3ccccc32)cc1,-0.5,.,-6.1
COc1ccc(-c2nc3scc(CCNC(=O)COc4ccccc4)n3n2)cc1,-4.6,-6.0,6.6
Cc1ccc(C)c(NC(=O)CSc2nnc3cc(C)c4ccccc4n23)c1,-1.8,-5.8,1.8
O=C(/C=C/c1cccs1)N(Cc1cccnc1)c1nc2cc3c(cc2s1)OCCO3,-5.1,-8.4,-1.1
CC1(C(=O)NS(=O)(=O)c2cccc(C#N)c2)CCN1C(=O)c1ccc(C2CCCCC2)cc1 (stereo not drawn),-6.6,.,-1.1
Cc1cc(-c2cc(N)nc3[nH]ccc23)cnc1N,-6.5,.,3.8
Cc1ccc2nc(SCC(=O)N3CCc4ccccc43)nc(=O)n2c1,-12.0,-8.2,1.7
COc1ccc(CC(=O)N2CCN(c3nccc(-c4ccco4)n3)CC2)cc1,-4.1,-6.4,2.0
N#Cc1c(-c2ccccc2)nc2n(-c3ccccc3)nc(C(=O)Nc3ccccc3)n2c1=O,-7.0,.,-0.9
O=S(=O)(c1cccc(F)c1)N1CCN(Cc2nc(-c3ccccc3)no2)CC1,-7.6,.,4.9
O=S(=O)(NCc1ccccc1)Nc1ccc(-n2ccnc2)cc1,-10.9,-15.0,.
FC(F)(F)c1cccc(CSc2nnc(-c3ccncc3)n2-c2cccc(C(F)(F)F)c2)c1,-3.8,-6.3,1.5
CCS(=O)(=O)c1ncc(CN(C)Cc2ccc(C)o2)n1CCOC,0.1,-6.5,3.0
Cc1nn(C)c(=O)c(C(=O)N2CSCC2C(=O)NNC(=O)c2ccccc2)c1C (stereo not drawn),-3.8,.,-1.5
CC1=C(C(=O)OC2CCCC(C)C2)C(c2cccc(F)c2)NC(=O)N1 (stereo not drawn),-5.3,-5.2,-5.1
COc1ccc(C(=O)Oc2c(S(=O)(=O)c3ccccc3)c(C)nn2C(C)(C)C)cc1,-6.9,-8.6,0.8
NS(=O)(=O)c1cc2c(cc1C(F)(F)F)NC(c1ccccc1Br)NS2(=O)=O (stereo not drawn),-4.5,.,1.3
CC1(c2cccnc2)CC(=O)c2ccccc2O1 (stereo not drawn),-6.5,.,-8.5
CCc1[nH]n(-c2ccc(OC)cc2)c(=O)c1C1=C(N2CCOCC2)C(=O)N(c2ccc(OC)cc2OC)C1=O,-7.4,-5.0,4.1
CCOC(=O)c1ccc(Nc2nc(-c3cc4cc(Cl)ccc4oc3=O)cs2)cc1,0.0,-5.8,17.4
Cc1cccnc1[C@H](C)NC(=O)CCc1nc2ccccc2s1,-3.1,.,1.7
O=C(NCc1ccco1)c1cn(CCOc2ccc(F)cc2)c(=O)s1,-7.9,.,4.0
COc1cc(C(C2Sc3nc(C)nn3C2=O)N2CCC(O)CC2)cc(OC)c1OC (stereo not drawn),2.1,-3.3,-3.3
O=C(C1CCCCC1)N1CCN(S(=O)(=O)NCc2ccccc2)CC1,-1.0,.,-2.0
COCCn1c(CN2CCN(c3ccc(OC)cc3)CC2)nc2c1c(=O)n(C)c(=O)n2C,-5.5,-8.3,1.8

# Further structures
SMILES,hcGAS lum,mcGAS inh,NPYLR7 agonist
Cc1csc(C(C)NCc2ccc(OCC(C)C)cc2)n1 (stereo not drawn),-18.5,.,-0.2
Cc1cc(N2CCCC2)nc(Nc2ccc(NC(=O)C(C)Oc3ccccc3)cc2)n1 (stereo not drawn),-7.0,.,11.8
Cc1ccc(-n2ncc3c(=O)[nH]c(-n4nc(C)cc4NC(=O)c4cccc(C(F)(F)F)c4)nc32)cc1,-5.4,-4.8,.
COCCCn1c(C)cn2c3c(=O)n(Cc4ccc(F)cc4)c(=O)n(C)c3nc12,-9.6,.,11.1
CCOC(=O)c1c(NC(=O)c2cccc(C)c2)sc(C(=O)Nc2ccccc2OC)c1C,-4.0,-4.7,-7.7
CCOCCOC1CCCN(C(=O)C(C)C)C1 (stereo not drawn),-1.5,-4.0,-7.4
N#CCCN(CC1CC1)C(=O)c1cccc(S(=O)(=O)Nc2ccccc2Cl)c1,-8.4,.,6.3
Nc1[nH]n(-c2ccccc2)c(=O)c1N=Nc1cccc2ccccc12,-7.1&2.8,0.0,2.8&-13.9
COC(=O)c1c(CC(=O)N2CSCC2C(=O)Nc2ncc(C)s2)[nH]c(C(C)=O)c1C (stereo not drawn),-1.1,.,2.4
O=C(NCC(F)(F)F)C1CCC(=O)N(CCc2cccc(F)c2)C1 (stereo not drawn),-8.4,.,4.8
COC(=O)c1ccc(COC(=O)c2cccc(S(=O)(=O)N3c4ccccc4CC3C)c2)o1 (stereo not drawn),-3.4,-4.5,-9.3
Cc1ccc(C2(O)CCN(C(=O)c3cnc4c(c3)nnn4C)CC2)nc1,-4.1,.,1.3
CCc1nc(C)c(C(=O)N2Cc3cnc(C(C)(C)C)nc3C2)o1,-5.0,.,1.1
O=[N+]([O-])c1ccccc1C=NN1CCN(c2ccc(Cl)cc2)CC1,-8.0,-5.1,1.0
CN(C)CCN(C(=O)C1CCCCC1)c1nc2cc3c(cc2s1)OCCO3,-2.2,-4.4,-4.0
CCOc1ccccc1NC(=O)N(CC(=O)N(Cc1ccccc1)Cc1sccc1C)C(C)C,-11.6,-4.5,18.7
NC1CCCN(S(=O)(=O)c2ccc3c(c2)NC(=O)CCS3)CC1 (stereo not drawn),-6.1,.,7.9
CN1CCN(C(=O)CN2C(=O)c3ccccc3C2=O)CC1,-4.7&-5.0,-6.5&-5.5,2.7&-5.3
CC1(C)NC(=O)N(CCCCOc2ccc(C(C)(C)c3ccccc3)cc2)C1=O,4.7,.,-6.3
CCc1nc(CN2CCC3(CC2)C(=O)N(CCc2ccccc2)C(=O)N3C)c(C)[nH]1,-2.4,-16.9,7.7
CCn1ccnc1CN(C)C(C)C(=O)N(C)C (stereo not drawn),-10.4,.,4.7
COc1ccc(OC)c(CN(Cc2ccco2)S(=O)(=O)c2ccc(Cl)s2)c1,-1.9,-5.7,-10.4
CN(C)S(=O)(=O)c1ccc(Cn2cc(C(=O)NCc3ccccc3)sc2=O)cc1,5.7,.,10.5
c1ccc(CNc2nc(-c3cccs3)nc3ccccc23)cc1,-1.8,-6.3,-2.3
COc1ccc(CN(CCN2CCOCC2)CC(O)COc2ccccc2C)cc1 (stereo not drawn),-3.2,-3.2,21.8
CCCN1CCN(C(=O)CC2CCCN(c3cnn(C)c(=O)c3)C2)CC1 (stereo not drawn),-7.0,-5.0,.
COc1coc(C(=O)Nc2ccc(NC(C)=O)cc2)cc1=O,-9.9,.,7.4
CSCCCNC(=S)Nc1ccccc1I,-6.4,.,-1.7
COCCCN(Cc1c(C)nn(-c2cccc(F)c2)c1N1CCN(C)CC1)C(=O)C(C)Cl (stereo not drawn),1.5,-3.8,15.5
Cc1cccc(-c2cccc(NC(=O)C3CCCN(C(=O)c4ncoc4C)C3)c2)c1 (stereo not drawn),-9.1,.,3.5
Cc1cnc(NC(=O)C2(C)CCCN2C(=O)C(C)C)s1 (stereo not drawn),-16.7,-7.8,4.3
Cc1cc(C)n(CCNC(=O)c2ccc(OC3CCN(CCc4ccccc4)CC3)cc2)n1,-5.0,-3.8,-3.7
CC(C)COC(=O)N1C[C@@H]2CN(C(=O)C3CC3)C[C@]2(C(=O)O)C1,-5.9,-16.2,13.4
O=C(CN1CCCC1)N1CCCC(Cn2cc(CO)nn2)C1 (stereo not drawn),-6.3,.,1.6

# Source: PubChem (Fisher Drug Discovery Resource Center)
